Avidin fluor – compound fluoresces at 488/530 nm on avidin beads; compound fluorescence 488/530 nm, flow cytometry; stronger effect = higher value; fluorescence (KMESF) at 10 µM; hit rate 0.38% among 220,000; in the data active = fluorescence above about 47; note: inactives centre near 10
GSH bead fluor – GSH bead compound fluorescence profile; GSH beads flow cytometry, compound fluorescence 488/530 nm; stronger effect = higher value; fluorescence (KMESF) at 10 µM; hit rate 0.25% among 190,000; AID 1776; in the data active = fluorescence above about 89;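 note: glutathione beads carrying GST-tagged Bcl family fusion proteins plus one bare bead set; values are compound well signal with DMSO vehicle wells as background; inactives centre near 16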
RGS7-Gao – regulators of human RGS7-Galphao interaction. Multiplexed bead flow cytometry, RGS7-Galphao binding; actives lie on both sides. binding response (% of control), % at 10 µM. hit rate 0.35% among 220,000. AID 1439. P09471; in the data active = binding response below about 49% or above about 150%; inconclusive = no clear call, values can overlap the other calls; inactive = in between;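 note: fluorescent Galphao held in activated GDP-AlF4 state binding bead-coupled RGS7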
RGS8-Gao – regulators of human RGS8-Galphao interaction; P09471; multiplexed bead flow cytometry, RGS8-Galphao binding; actives lie on both sides; response (percent of control binding), % at 10 µM; hit rate 0.34% among 220,000; AID 1423; in the data active = response below about 60% or above about 140%; inactive = in between;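 note: Galphao activated as the GDP aluminium fluoride complex binding bead-coupled RGS8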
Bim-Mcl-1 – disrupts Bim peptide binding to human Mcl-1; Q07820; Bead-based flow cytometry, Bim peptide-Mcl-1 binding; inhibition, % at 10 µM; hit rate 0.1% among 190,000; AID 1009; in the data active = inhibition above about 40%;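 note: 0% = no compound tracer wells and 100% = peptide blocker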
Target sequence (Q07820 whole entry, looked up): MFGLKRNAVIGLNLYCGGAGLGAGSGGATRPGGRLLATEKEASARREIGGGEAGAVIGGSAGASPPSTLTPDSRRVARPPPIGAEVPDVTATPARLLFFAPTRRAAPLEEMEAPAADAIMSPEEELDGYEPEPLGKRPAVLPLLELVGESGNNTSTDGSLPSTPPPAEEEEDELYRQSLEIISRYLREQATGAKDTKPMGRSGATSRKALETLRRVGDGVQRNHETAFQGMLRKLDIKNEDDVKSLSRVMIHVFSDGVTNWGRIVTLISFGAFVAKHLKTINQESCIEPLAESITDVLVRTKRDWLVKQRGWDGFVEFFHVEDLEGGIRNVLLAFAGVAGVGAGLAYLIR
Pf gametocyte – inhibitors of late stage P. falciparum gametocyte viability; P. falciparum stage V gametocytes, ATP luminescence, 24 h; inhibition, % at 10.9 µM; hit rate 0.065% among 150,000; AID 743093;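 active = inhibition above the mean plus 3 SD of compounds within the control limits, set per campaign, cut at about 38% in these data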;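 note: 0% = DMSO wells and 100% = medium only without gametocytes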
ABCG2 block – human ABCG2 inhibition, ABCB1 as counter-screen; IgMXP3 cells, JC-1 efflux, flow cytometry; hit rate 0.1% among 190,000; inhibition, % at 6.6 µM; Q9UNQ0;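 active = inhibition above 80%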;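 note: 0% = DMSO and 100% = nicardipine control wells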
Target sequence (Q9UNQ0 whole entry, looked up): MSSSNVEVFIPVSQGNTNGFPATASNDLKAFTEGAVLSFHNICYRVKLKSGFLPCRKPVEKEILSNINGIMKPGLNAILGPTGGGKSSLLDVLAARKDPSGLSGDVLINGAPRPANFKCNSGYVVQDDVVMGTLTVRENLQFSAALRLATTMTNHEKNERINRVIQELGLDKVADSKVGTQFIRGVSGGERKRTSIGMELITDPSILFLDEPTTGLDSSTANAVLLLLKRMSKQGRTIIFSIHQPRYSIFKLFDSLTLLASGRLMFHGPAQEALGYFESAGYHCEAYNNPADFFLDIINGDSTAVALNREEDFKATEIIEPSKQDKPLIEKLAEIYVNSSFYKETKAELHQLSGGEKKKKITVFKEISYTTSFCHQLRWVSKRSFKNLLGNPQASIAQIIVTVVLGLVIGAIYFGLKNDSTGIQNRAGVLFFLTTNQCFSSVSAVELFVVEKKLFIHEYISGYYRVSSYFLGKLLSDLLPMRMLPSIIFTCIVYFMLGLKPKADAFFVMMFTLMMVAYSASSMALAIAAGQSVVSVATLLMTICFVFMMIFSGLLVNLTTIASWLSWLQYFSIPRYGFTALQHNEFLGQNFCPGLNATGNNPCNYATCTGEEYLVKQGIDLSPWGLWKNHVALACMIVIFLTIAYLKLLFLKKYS
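Incubation: cells with compound and JC-1, 10 min at 25 °C, rotating, no wash / Test system: IgMXP3 (ABCG2) plus far-red-tagged CCRF-Adr (ABCB1) cells / Compound dosing: one concentration, 6.6 µM final / Also added: JC-1 fluorescent substrate / Evaluation: efflux inhibition in percent versus controls / Detection: flow cytometry, 530 nm JC-1 signal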
Mcl1-Bid inh – Mcl-1/Bid interaction inhibition; inhibition, % at 21.7 µM; TR-FRET Mcl-1/Bid-Dy647 peptide binding, 1536-well; hit rate 0.97% among 220,000;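 active = compounds that cut the binding signal by more than half at the single screening dose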;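 note: His-tagged Mcl-1 with europium anti-His antibody binding Bid BH3 peptide; 0% = Mcl-1 plus peptide wells and 100% = peptide-only wells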
RGS4-Gao reg – human RGS4-Galphao interaction regulation; binding response (% of control), % at 10 µM; hit rate 0.33% among 220,000; P09471; Multiplexed bead flow cytometry, RGS4-Galphao binding; actives lie on both sides; AID 1415; in the data active = binding response below about 49% or above about 150%; inactive = in between;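 note: fluorescent Galphao activated with aluminum fluoride binding bead-coupled RGS4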
ABCB1 inh – blocks JC-1 efflux by human ABCB1 transporter; hit rate 0.067% among 190,000; P08183; CCRF-Adr cells, flow cytometry; inhibition, % at 6.6 µM; in the data active = inhibition above about 40%;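 note: 0% = vehicle and 100% = reference inhibitor; higher value means more JC-1 retained so stronger ABCB1 efflux block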
Mcl1 Noxa PPI – Mcl-1/Noxa interaction inhibition; inhibition, % at 21.7 µM; TR-FRET Mcl-1/Noxa peptide binding, 2 h; AID 1022; hit rate 1.5% among 220,000;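 active = compounds that cut the protein-peptide binding signal by more than 50% relative to plate controls in a single-dose test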;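 note: His-tagged Mcl-1 with rhodamine Noxa BH3 peptide and terbium anti-His antibody; 0% = Mcl-1 plus Noxa peptide wells and 100% = peptide-only wells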
* marks the source's active call; other numbers are inactive results; ? = inconclusive; . = not tested or not shown.

SMILES	Avidin fluor	GSH bead fluor	RGS7-Gao	RGS8-Gao	Bim-Mcl-1	Pf gametocyte	ABCG2 block	Mcl1-Bid inh	RGS4-Gao reg	ABCB1 inh	Mcl1 Noxa PPI
CCOc1ccc(C(C)=O)cc1CN1C(=O)NC(C)(C2CC2)C1=O (centres undefined)	10	15	?	101.0	0.0	.	1.4	-9.8	100.2	0.3	-1.8
CCOc1cc(NC(=S)Nc2cccc(OC)c2)c(OCC)cc1NC(=O)c1ccc(C)cc1	29	13	98.7	97.4	0.0	9.8	2.0	-9.0	92.6	0.6	-12.8
O=[N+]([O-])c1cccnc1SCc1c(F)cccc1Cl	7	.	?	100.2	.	0.0	.	-11.8	102.6	.	0.0
CCS(=O)(=O)N1CCN(c2ccccc2F)CC1	13	37	97.4	100.3	-8.0	5.2	0.7	7.0	99.7	0.1	5.0
Cc1ccc(N/C(N)=N/c2nc(C(F)(F)F)cc(C(F)(F)F)n2)cc1	14	15	111.2	110.2	-1.0	23.9	0.9	-1.1	113.1	0.3	7.0
CCOC(=O)N1CCN(C(=O)C2CCN(Cc3nc(-c4ccccc4C)oc3C)CC2)CC1	7	17	104.7	104.2	0.0	.	-1.8	-16.5	106.5	-1.3	7.9
O=C(N/N=C/C1CCCCC1)c1cc(Cl)ccc1O	27	23	100.1	102.0	0.0	.	-2.3	-24.6	100.9	-0.5	-115.0
CCOC(=O)C1CCc2nc3ccccc3c(=O)n21 (centres undefined)	26	24	94.9	99.5	1.0	.	2.6	2.7	98.6	0.8	3.9
Cn1c2c(c(=O)n(C)c1=O)CN(Cc1ccc(F)cc1)CN2	9	11	104.8	102.6	0.0	.	1.8	-14.9	104.0	0.3	4.3
Fc1ccccc1/C=C1\CCCC2=C1Nc1nnnn1C2c1ccccc1F (centres undefined)	8	13	101.0	105.1	-1.0	-5.0	-0.5	5.9	101.5	-0.2	13.5
Cc1c(NS(=O)(=O)c2cc(NC(=O)CCN3CCCC(C)C3)ccc2Cl)c(=O)n(-c2ccccc2)n1C (centres undefined)	27	15	100.1	102.9	0.0	.	1.6	-22.2	100.6	0.2	78.3*
CCOc1cc2[nH]c(=S)n(C3CC3)c(=O)c2cc1OCC	23	11	103.4	102.7	-4.0	10.9	2.1	-38.7	103.8	0.1	11.0

Reformatted field by field: entries from further up.
O=C(N/N=C/C1CCCCC1)c1cc(Cl)ccc1O
  Avidin fluor: 27
  GSH bead fluor: 23
  RGS7-Gao: 100.1
  RGS8-Gao: 102.0
  Bim-Mcl-1: 0.0
  Pf gametocyte: .
  ABCG2 block: -2.3
  Mcl1-Bid inh: -24.6
  RGS4-Gao reg: 100.9
  ABCB1 inh: -0.5
  Mcl1 Noxa PPI: -115.0
CCOC(=O)C1CCc2nc3ccccc3c(=O)n21 (centres undefined)
  Avidin fluor: 26
  GSH bead fluor: 24
  RGS7-Gao: 94.9
  RGS8-Gao: 99.5
  Bim-Mcl-1: 1.0
  Pf gametocyte: .
  ABCG2 block: 2.6
  Mcl1-Bid inh: 2.7
  RGS4-Gao reg: 98.6
  ABCB1 inh: 0.8
  Mcl1 Noxa PPI: 3.9

Next section
SMILES	Avidin fluor	GSH bead fluor	RGS7-Gao	RGS8-Gao	Bim-Mcl-1	Pf gametocyte	ABCG2 block	Mcl1-Bid inh	RGS4-Gao reg	ABCB1 inh	Mcl1 Noxa PPI
CC(NC(=O)c1ccco1)c1cccc2ccccc12 (centres undefined)	3	17	96.9	82.1	-2.0	.	29.8	-9.1	94.2	3.5	-2.6
CCn1ccc(-c2ccccc2)c(C#N)c1=O	10	11	102.3	100.2	0.0	-3.0	-3.3	-14.2	102.3	-0.2	10.6
CC(C1CCN(Cc2nc(C3CC3)no2)CC1)N1CCOCC1 (centres undefined)	9	55	94.4	100.9	-1.0	5.7	1.0	-9.4	98.4	0.4	4.4
O=C(CSc1nc2ccccc2[nH]1)N/N=C/C=C/c1ccccc1[N+](=O)[O-]	22	17	103.0	99.5	-2.0	.	38.5	-0.8	104.0	2.0	23.2
O=C(COc1ccc(C(F)(F)F)cc1[N+](=O)[O-])Nc1cccc(C(F)(F)F)c1	4	12	99.1	97.9	-4.0	-26.6	16.8	12.4	99.5	2.5	10.8
CCSc1nnc(NS(=O)(=O)c2ccc(C)cc2)s1	3	9	100.2	102.9	0.0	.	-0.7	3.6	104.7	0.3	32.5
COc1cc(/C=C(\NC(C)=O)C(=O)NC(C)(C)C)ccc1OC(C)=O	13	5	102.0	99.8	-4.0	0.2	2.1	-16.6	103.1	0.2	-2.4
S=c1[nH]nc(-c2cc(-c3ccsc3)n[nH]2)n1-c1cccc2ccccc12	10	14	96.7	95.3	-1.0	-6.0	-3.7	-29.1	95.2	-0.8	21.9
O=C(O)CCN1C(=O)/C(=C\c2ccc(-c3nc4ccccc4s3)o2)SC1=S	7	0	97.0	94.7	25.0	.	-1.5	95.0*	99.1	-0.1	102.2*
COC(=O)N/N=C/c1cc(C)n(-c2cccc3ccccc23)c1C	15	11	101.1	102.1	-4.0	11.2	34.4	-30.3	105.9	1.2	-5.0
COc1cc(/C=N/NC(=O)C2(O)c3ccccc3-c3ccccc32)ccc1O	11	13	95.4	99.9	0.0	-21.7	1.4	-15.1	98.8	0.1	11.9
Cc1nnc(SCC(=O)NC2CCS(=O)(=O)C2)n1-c1ccccc1 (centres undefined)	4	20	98.0	101.7	1.0	8.3	2.0	-29.8	99.6	1.8	15.6
NCCSc1c(-c2ccccc2)[nH]c2ccccc12	-1	17	-8.4*	12.5*	1.0	.	0.7	-7.5	5.5*	1.5	11.6
COc1cc(S(=O)(=O)Nc2ccc(C)cc2)ccc1N=Cc1c(C)[nH]n(-c2ccccc2)c1=O	3	4	99.3	101.1	0.0	8.4	1.6	-19.0	101.0	0.6	20.8
COC(=O)CCCC(=O)Nc1c(F)c(F)c(F)c(F)c1F	10	21	100.7	101.8	-1.0	3.9	3.3	-12.1	100.4	0.5	11.8
O=C(NCCc1ccccc1)C(=O)NC1CCCCC1	35	12	102.4	105.3	-2.0	-9.6	0.7	14.0	101.6	0.1	-16.1
O=C(O)CCC(=O)NNC(=O)CCCOc1ccc(Cl)cc1Cl	10	22	104.5	101.1	-1.0	.	1.2	-9.6	104.7	-0.1	2.3
Cc1cc(C(F)F)n2nc(C(=O)Nc3ccccc3F)nc2n1	12	27	89.3	90.3	-3.0	0.9	2.5	18.8	87.9	0.4	14.6
[O-][n+]1onc2c1C(N1CCOCC1)CCC2N1CCOCC1 (centres undefined)	17	12	106.4	103.4	0.0	9.8	1.6	-30.2	106.5	0.3	-1.2
Cc1[nH]c2ccccc2c1SCC(=O)Nc1nccs1	22	11	100.9	103.3	-1.0	13.0	7.1	-44.9	99.4	0.1	4.0
OCCN1CCOCCN(CCO)CCOCC1	13	10	96.4	95.8	2.0	.	-0.9	-60.6	99.1	-0.1	-5.0
O=C(N/N=C/c1cccnc1)c1ccco1	7	.	?	100.2	.	-2.6	.	-47.7	99.7	.	-5.0
COC(=O)c1ccc(C(=O)OC)c(NC2=NS(=O)(=O)c3ccccc32)c1	18	32	98.8	99.5	0.0	.	1.6	8.3	97.6	0.4	-49.6
COc1cc(C(=O)N2CCN(C(=O)c3ccco3)CC2)c([N+](=O)[O-])cc1OC	11	15	?	99.5	0.0	-10.9	1.5	-5.6	95.1	0.1	17.7
O=C(Cc1ccccc1)Nc1ccc2oc(=O)ccc2c1	14	13	98.1	99.0	-3.0	-19.9	3.5	-23.0	98.5	0.5	0.6
NC(=O)NC(=O)COC(=O)CN1C(=O)C2CCCCC2C1=O (centres undefined)	10	11	89.1	92.9	-3.0	-0.1	3.7	-14.3	86.0	0.3	18.5
CCN(CC)C(=O)c1ccc(C(=O)c2c(C)cc(C)cc2C)cc1	15	15	95.3	99.8	-3.0	.	2.8	-16.4	95.9	1.0	-4.3
COC(=O)COc1ccc2cccc(-n3cnnn3)c2c1	16	13	98.6	106.0	2.0	-31.9	4.8	-15.0	103.3	0.2	-9.0
O=C(NCCSc1ccccc1)c1ccccc1	11	29	96.7	100.5	0.0	20.4	6.6	-11.4	97.5	0.5	4.5
COc1ccc(CN2CCNC(=O)C2CC(=O)O)c(OC)c1 (centres undefined)	45	19	147.0	100.3	-1.0	.	0.3	-15.3	109.0	0.2	1.6
Cc1ccc(-c2nnc(CCC(=O)N(C)Cc3nccs3)o2)s1	15	11	133.6	126.3	0.0	4.5	2.3	1.8	139.7	0.1	3.5
COC(=O)c1cc(NC(=O)c2cccnc2)ccc1N1CCOCC1	9	9	105.4	101.9	-2.0	.	1.2	-14.2	98.1	0.2	0.0
COc1ccc(-c2noc(CN(C(=O)c3cccs3)C(C)C)n2)cc1	37	13	97.5	102.8	-1.0	10.1	4.3	-27.3	100.3	1.2	-18.7
Cc1cc(=O)[nH]c(SCc2nnc(-c3ccccc3)o2)n1	7	42	110.5	107.2	.	.	4.2	-17.0	111.5	-0.9	7.4
Cc1ccc2sc(NNC(=O)C3=COCCO3)nc2c1C	23	10	100.8	103.2	0.0	1.5	-2.8	-45.6	99.7	-0.8	10.9
N/C(=N\S(=O)(=O)c1cc(C(F)(F)F)cc(C(F)(F)F)c1)c1ccc(Cl)cc1	4	.	?	97.7	.	11.2	.	-1.1	91.7	.	7.4
CN(c1ccccc1)S(=O)(=O)c1ccc(Cl)c(C(=O)OCC(=O)NC2CCS(=O)(=O)C2)c1 (centres undefined)	11	14	97.1	97.7	0.0	-37.8	3.0	-1.7	93.7	0.4	4.9
CC(=O)Nc1cccc(-c2nc3ccccc3[nH]2)c1	10	13	98.7	103.0	-1.0	-24.3	2.6	-18.1	101.4	0.7	3.2
O=C(Nc1cc(C(F)(F)F)cc(C(F)(F)F)c1)Nc1cnn(-c2ccc([N+](=O)[O-])cc2)c1C(F)(F)F	7	.	?	97.9	.	8.2	.	-10.9	99.3	.	-1.4
O=C(NN1CCCCC1)c1ccccc1	10	12	97.6	101.1	-6.0	2.3	2.7	-13.4	100.7	0.3	10.2
CCOc1ccc(C(=O)CCc2nc3ccccc3s2)cc1	6	12	100.8	100.3	-3.0	.	0.6	-4.9	101.1	0.4	28.8
COCCNC(=O)CN1C(=O)CC(C)(C)S(=O)(=O)c2ccccc21	5	24	98.6	97.7	-1.0	.	-3.8	15.7	98.2	-3.0	11.6
CC(C)n1c(-c2ccccc2)nc(=S)c2c1CCCC2	7	25	106.2	101.0	-5.0	-4.6	2.5	0.6	101.4	1.0	18.7
Cc1cc(C)c2c(=O)[nH]c(SCC(=O)NCc3ccccc3)nc2n1	7	43	102.6	100.5	-6.0	-18.9	4.8	-33.2	107.1	1.1	0.4

Rows were taken by chance. About 3.3% of those tested had a hit in this group.
